Screening data: PubChem BioAssay, National Center for Advancing Translational Sciences (NCATS)
Chronic BCR inh = blocks chronic active B-cell receptor signaling; ABC-DLBCL IkBa-CBG/CBR reporter, luminescence ratio, 4 h; Potency, µM (highest dose often 46.1 µM), for the others: at the top dose ratio change, negative = lower green/red ratio, most hits filed as inhibitors; actives 0.05% (n = 340,000); AID 493014; active = well fitted inhibition curve with a large enough effect in the signal ratio, with a control signal flat, not every such curve was filed as active; inconclusive = small, poorly fitted or top-dose-only effect, or effect the other way, or a change in a side signal; the % refers to the signal ratio;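 note: potency is the fitted concentration of half-maximal effect; plate controls were basal doxycycline-induced cells for no effect and cells given 10 µM MG132 for full effect; MG132 reads +100%, hits lower the ratio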
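Cell line TMD8 (human ABC DLBCL), stably expressing tet-inducible CBG68-IkBa fusion and CBR; IMDM/0.5% FBS; cpd up to 46 uM; dox induction, 4 h, 37C/5% CO2; dual luminescence; green/red ratio; MG132 control.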
a7 integrin act = activates integrin-mediated alleviation for muscular dystrophy | alpha7betagal myoblasts, beta-gal FDG fluorescence, 48 h | actives 0.064% (n = 350,000) | Potency, µM (titrated, usually from 38.3 µM), inactives show at the top dose activation, usual class: activators;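 note: potency is the fitted concentration of half-maximal effect; 100% = response of the positive control SU9516; nearly all actives have a fitted effect of over 60% in size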
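alpha7betagal+/- myoblasts (passage 13, 250/well) treated 48 h at 37C with compounds at 1:260 dilution of DMSO stock. Lysed, then beta-galactosidase activity read as FDG fluorescence (ex 480/em 540) after 30 min, with pre-read for autofluorescence.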
ELG1 repair inh = blocks ELG1-dependent DNA repair in HEK293T cells. Potency, µM (series often up to 46.1 µM), without a hit: top-dose activity change, negative = inhibition, hits mostly inhibitors. actives 2.3% (n = 330,000). HEK293T ELG1-luciferase reporter, luminescence, 16 h; DNA damage induced by 5-fluorouridine; note: potency is the fitted concentration of half-maximal effect; % is set by controls: 0 for no effect and ±100 for the full control effect; nearly all actives have a fitted effect of over 55% in size
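HEK293T cells expressing luciferase-tagged ELG1 (2,000/well) received 5-Fluorouridine plus compound or DMSO for 16 hr at 37 °C. Luciferase was read by ONE-Glo luminescence after 30 min at room temperature.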
Mito fusion yeast = inhibitors of mitochondrial division or activators of mitochondrial fusion | Potency, µM (doses to about 46.1 µM), for inactives: at the highest dose growth rescue (activation), most hits filed as activators | S. cerevisiae fusion-defective mutant growth rescue, CellTiterGlo 48 h | AID 485298 | actives 0.23% (n = 320,000);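 note: potency is the fitted concentration of half-maximal effect; % of control where 0% means no effect; nearly all actives have a fitted effect of over 45% in size; temperature-sensitive fusion mutants such as fzo1-1 at 37 °C on non-fermentable ethanol glycerol medium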
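Read-out: ATP-based luminescence (CellTiterGlo, 10 min ambient) reporting growth of fusion-defective ts yeast after 48 hours at 37C on glycerol/ethanol YPEG medium in the presence of compound.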
TCR act = activators of T cell receptors; primary human leukocytes, anti-CD3, IL-2 HTRF, 48 h; Potency, µM (highest dose often 9.22 µM), for the others: top-dose activation of IL-2 secretion, hits mostly activators; 330,000 tested, under 10 active; AID 504894; note: % of control where 0% means no effect
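Using a-CD3 beads without co-stimulation, primary human leukocytes were exposed to compounds for 48 hr. An HTRF IL-2 kit measured the cytokine, with europium-to-d2 energy transfer producing emission at 665nm upon 320nm excitation.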
PTAP TSG101 blk = blocks PTAP/TSG101 interaction to inhibit HIV-1 budding | AID 493005 | Potency, µM (series often up to 115 µM), without a hit: at the highest dose activity change, negative = inhibition, usual class: inhibitors | Fluorescence polarization, FITC-PTAP peptide / Tsg101 binding | 340,000 tested, under 10 active | Q99816; active = well fitted inhibition curve with a large enough effect in the main read-out, with a control signal flat, not every such curve was filed as active; inconclusive = small, poorly fitted or top-dose-only effect, or effect the other way, or a change in a side signal; inactive = no such curve, though single readings can be large or run the other way; note: potency is the fitted concentration of half-maximal effect; % of control where 0% means no effect
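Tsg101 binding domain (10 uM final) was mixed with compound and a FITC-labeled PTAP peptide (50 nM final) in HEPES pH 7.5 buffer with NaCl, Tween 20, EDTA and TCEP; fluorescence polarization was read after 20 min at r.t.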
A-T KAP1 phos = potential ataxia-telangiectasia treatment; […] A-T fibroblasts, KAP-1 phosphorylation AlphaLISA; neocarzinostatin DNA damage 30 min before lysis; Potency, µM (doses to about 57.5 µM), for inactives: at the highest dose activation, hits mostly activators; actives 0.19% (n = 320,000); AID 485349; note: potency is the fitted concentration of half-maximal effect; % of control where 0% means no effect; nearly all actives have a fitted effect of over 45% in size
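hTERT-immortalized A-T patient fibroblasts ([…]), 500 cells/well in OPTI-MEM, 1% FBS, got compounds for 60 min, then NCS for 30 min at 37C. Lysates were then assayed for phospho-KAP-1 by AlphaLISA (anti-pKAP1 donor, anti-KAP1 acceptor beads), 6 hr at 25C.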
Eya2 inh = blocks the phosphatase activity of human Eya2; AID 488837; Potency, µM (highest dose often 76.9 µM), without a hit: at the highest dose activity, negative = inhibition, usual class: inhibitors; O00167; recombinant Eya2, OMFP fluorescence dephosphorylation (OMFP is methylfluorescein phosphate); actives 0.006% (n = 330,000); note: potency is the fitted concentration of half-maximal effect; % is set by controls: 0 for no effect and ±100 for the full control effect
Target sequence (O00167 whole entry, looked up): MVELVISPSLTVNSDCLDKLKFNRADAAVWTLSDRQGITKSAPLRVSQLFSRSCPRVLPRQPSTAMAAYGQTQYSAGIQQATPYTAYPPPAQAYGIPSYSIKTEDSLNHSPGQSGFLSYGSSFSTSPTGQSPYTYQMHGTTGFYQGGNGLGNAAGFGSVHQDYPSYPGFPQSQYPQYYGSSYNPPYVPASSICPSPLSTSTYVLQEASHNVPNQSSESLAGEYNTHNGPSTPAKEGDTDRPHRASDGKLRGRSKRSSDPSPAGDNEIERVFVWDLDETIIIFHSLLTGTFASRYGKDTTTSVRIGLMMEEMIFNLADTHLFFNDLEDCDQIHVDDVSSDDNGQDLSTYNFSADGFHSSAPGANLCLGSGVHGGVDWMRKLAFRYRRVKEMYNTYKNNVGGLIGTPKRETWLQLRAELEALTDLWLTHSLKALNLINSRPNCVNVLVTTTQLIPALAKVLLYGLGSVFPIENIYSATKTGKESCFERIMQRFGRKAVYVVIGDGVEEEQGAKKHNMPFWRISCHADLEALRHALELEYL
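Eya2 protein (added as 0.2 uM solution) was preincubated with compound for 10 min at ambient temperature in 50 mM HEPES pH 7.5, 50 mM NaCl, 5 uM MgCl2, 0.05% BSA, 1 mM DTT. OMFP (added at 50 uM) then reacted 10 min; fluorescence read at 485/525 nm.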
TSHR antag = blocks TSH signaling through the human TSH receptor. actives 0.2% (n = 330,000). P16473. TSHR-expressing cells, TSH-stimulated cAMP HTRF, 2 h; stronger effect = lower value. AID 504810. activity change, negative = inhibition, % at 11.5 µM;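 active = activity change below a set negative limit, meaning inhibition stronger than a set level, cut at about -70% in these data; inconclusive = activity change between two set negative limits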; note: % is set by controls: 0 for no effect and ±100 for the full control effect
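Competitive HTRF cAMP read-out (cryptate anti-cAMP antibody, cAMP-d2; 30 min, room temperature) in freshly harvested TSHR cells. Compounds added before TSH at EC80 (4nM final), followed by 2 hours' incubation at 37 deg C.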
Tb PFK inh = inhibitors of T. brucei phosphofructokinase; Potency, µM (top dose mostly 57.5 µM), without a hit: at the highest dose activity, negative = inhibition, most hits filed as inhibitors; actives 0.17% (n = 330,000); O15648; T. brucei PFK, ADP-Glo luminescence;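 note: potency is the fitted concentration of half-maximal effect; 0% = uninhibited 1x PFK enzyme wells and -100% = no-enzyme wells; nearly all actives have a fitted effect of over 60% in size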
Target sequence (O15648 whole entry, looked up): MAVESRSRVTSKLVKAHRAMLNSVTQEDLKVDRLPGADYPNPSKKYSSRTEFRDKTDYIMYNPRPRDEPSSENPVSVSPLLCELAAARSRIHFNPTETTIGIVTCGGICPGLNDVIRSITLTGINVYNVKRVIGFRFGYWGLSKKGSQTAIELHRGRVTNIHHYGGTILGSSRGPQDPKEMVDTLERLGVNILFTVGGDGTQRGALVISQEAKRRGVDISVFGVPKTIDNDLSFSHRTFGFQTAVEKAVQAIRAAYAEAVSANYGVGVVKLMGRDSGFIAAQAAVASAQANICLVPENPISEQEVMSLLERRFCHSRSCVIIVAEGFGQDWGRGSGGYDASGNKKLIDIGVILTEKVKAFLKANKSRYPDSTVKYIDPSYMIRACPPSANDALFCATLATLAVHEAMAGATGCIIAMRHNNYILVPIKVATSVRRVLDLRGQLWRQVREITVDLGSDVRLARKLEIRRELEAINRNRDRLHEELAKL
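PFK 1.25 nM, F6P 0.5 mM, ATP 0.1 mM, 0.1 M TEA pH 8.0, 5 mM MgCl2, 0.01% Tween20, 0.1% BSA; 45 min RT. ADP-Glo readout. qHTS titration up to 57 uM; curves fitted, compounds curve-classed.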
ASM inhibitor = blocks human secretory acid sphingomyelinase; placental ASM, HMU-PC fluorogenic substrate, 60 min; Potency, µM (titrated, usually from 57.5 µM), for inactives: at the highest dose activity change, negative = inhibition, most hits filed as inhibitors; actives 0.006% (n = 340,000); AID 504937; note: potency is the fitted concentration of half-maximal effect
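HMU-PC0 cleavage (9 uM final) by human placental ASM, 60 min at 37 °C following 10 min compound exposure at RT; stopped at pH 10, fluorescence Ex 386/Em 447 nm.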
* hit, by the source's call; u = inconclusive; x = no result given; [ ] = dose if it differs, or a comment. Unless noted, calls come from the whole dose curve; as a rule, active = well fitted curve in the direction sought with a large enough effect; inconclusive = small, poorly fitted or top-dose-only effect, or another doubt; inactive = no such curve, though single readings can be large; an effect the other way counts as inactive or inconclusive. No enrichment for hits. Share with any hit: about 3.2%.

Under each structure: TSHR antag, Tb PFK inh, Mito fusion yeast, PTAP TSG101 blk, ELG1 repair inh, A-T KAP1 phos, TCR act, a7 integrin act, ASM inhibitor, Chronic BCR inh, Eya2 inh
C=CCNC(=S)NC(=O)c1oc2ccccc2c1C
→ -2, 0%, -6%, 1%, u, 15%, 7%, 26%, -3%, u, 1%
O=C(COC(=O)c1cc(=O)[nH]c2ccccc12)c1cccs1
→ -7, 2%, 5%, -2%, 3%, -1%, 2%, 0%, 2%, -26%, 3%
CS(=O)(=O)C1=NSC2=NC(=O)/C(=C\c3ccc(OS(=O)(=O)c4ccccc4)cc3)C(=N)N21
→ 3, 1%, 0%, 0%, u, 16%, -2%, -3%, 4%, 1%, 1%
CCOC(=O)c1ccc(NC(=O)CSc2nc(=O)n3cccc(C)c3n2)cc1
→ -6, -9%, -2%, 2%, -16%, 5%, 4%, -16%, -3%, 1%, -5%
Cc1ccc(C(=O)C2=C(O)C(=O)N(Cc3ccco3)C2c2cccc(Br)c2)o1 (stereo not given)
→ 17, -4%, 0%, 1%, -5%, x, x, -4%, 4%, 0%, 3%
Cn1c(N)c(N=O)c(=O)n(C)c1=O
→ -4, -2%, 3%, -13%, -3%, 1%, 1%, 3%, 5%, -1%, -4%
O=c1cc(N2CCCCC2)[nH]c(=O)n1C1CCCCC1
→ -3, 5%, 0%, -1%, 11%, 1%, -1%, 3%, -2%, 13%, -16%
CC(=O)Nc1ccc(NC(=O)C2CC(=O)Nc3ncnn32)cc1 (stereo not given)
→ 7, 0%, -2%, 1%, -2%, 0%, -1%, -17%, 4%, -1%, -5%
CC(NC(=O)CCC(=O)c1ccccc1)c1ccc(F)cc1 (stereo not given)
→ -5, 2%, 5%, -3%, 18%, -1%, 8%, -6%, 0%, u, 20%
CCn1cc(C(=O)NCc2ccco2)c2cc(OC)c(OC)cc2c1=O
→ 0, -3%, 4%, -10%, u, x, 0%[46.1 µM], 5%, 2%, 9%, 3%
Cc1ccc(C(=O)C(OC(=O)CNS(=O)(=O)c2ccccc2)c2ccccc2)cc1 (stereo not given)
→ -6, 0%, 3%, -8%, -8%, 4%, 1%, 7%, -8%, 4%, -4%
CCCS(=O)(=O)N1CCCC(C(=O)NCCCN(C)Cc2ccccc2)C1 (stereo not given)
→ 2, 0%, -3%, -5%, 11%, 4%, -2%, 16%, 1%, -5%, -4%
O=C(Nc1cc2c3c(c1)CC(=O)N3CCC2)c1c(F)cccc1F
→ -4, -7%, 0%, 3%, u, -10%, -14%, -24%, 0%, -10%, 10%
COc1cccc(CNC(=O)c2cc3oc4ccccc4c3n2C)c1OC
→ -17, 1%, -3%, -5%, u, x, 1%, 2%, -5%, -2%, -3%
COc1cc(C(O)P(=O)(OCCC(C)C)c2ccc(N(C)C)cc2)cc(OC)c1OC (stereo not given)
→ 3, 0%, -1%, -1%, 0%, -10%, 5%, -17%, 6%, 2%, 4%
COc1ccc(-c2cc(C(=O)N(C)CC(=O)Nc3ccccc3Cl)c3ccccc3n2)cc1OC
→ -1, -9%, 14%, -1%, 2.1µM*, 3%, 3%, -1%, 43%[activator], -11%, -3%
c1ccc(CNc2ccc(CNc3ncn[nH]3)cc2)cc1
→ -8, -19%, 1%, -3%, u, 3%, 11%[46.1 µM], 2%[7.66 µM], 0%, u, -16%
Nc1nc(-c2ccc(-c3ccccc3)cc2)cs1
→ 8, 5%, 0%, 0%, u, -6%, 3%, 33%, 4%, u, -4%
CN(Cc1nc2ccccc2c(=O)[nH]1)c1ccccc1
→ 30, -3%, 0%, -3%, 1%, -1%, -1%, -4%, 1%, u, -3%
CN(C)CCNC(=O)c1cccc(NS(=O)(=O)c2ccc(Cl)c(Cl)c2)c1
→ 0, -5%, 7%, -6%, 8%, 3%, -21%, 9%, 1%, 1%, -2%
Cc1nc2nc(C)c(NS(=O)(=O)c3cccs3)c(=O)n2[nH]1
→ 46, -15%, 8%, -5%, 21%, -3%, -3%, -35%, 2%, -16%, 7%
O=C(O)c1ccc2c(c1)C(=O)N(N1C(=O)c3ccccc3C1=O)C2=O
→ 27, 5%, -4%, -1%, 12%, 1%, -4%[46.1 µM], 13%, 6%, -1%, 0%
COc1ccc(OC)c(/C=N/NC(=O)CSc2nnc(C)n2-c2ccccc2)c1
→ 5, -2%, 0%, -1%, -17%, -6%, 0%, 0%, 34%[activator], u, 1%
COc1ccccc1N1CCN(C(=O)CSc2ncccc2-c2nc3ccccc3[nH]2)CC1
→ -4, 0%, 3%, -4%, u, x, x, -15%, 18%, u, -13%
COc1cc(/C=C/C(=O)OCC(=O)NC2CC2)cc(OC)c1OC
→ 12, -2%, x, -1%, u, 0%, -1%, 11%, -1%, -1%, -9%
CC(=O)Oc1ccc(C(=O)Nc2ccccc2C(=O)N2CCCC2)cc1
→ 6, 3%, 1%, -3%, 9%, 4%, 1%, 2%, 5%, u, 12%
O=C(Cc1cccs1)N/N=C/C=C\c1ccccc1[N+](=O)[O-]
→ 9, -10%, -3%, -1%, u, -1%, -2%, 12%, -4%, -6%, -6%
O=C(NC(=S)Nc1ccc(S(=O)(=O)Nc2nccs2)cc1)c1ccc(F)cc1
→ -6, 4%, -4%, -1%, -3%, 8%, -6%[46.1 µM], 26%, -6%, u, 1%
COC(=O)Cc1c(C(=O)OC)nnn1-c1ccc(OC(F)(F)F)cc1
→ 0, 6%, 13%, 0%, -13%, 3%, -11%, -26%, 0%, 0%, 12%
CC(C)(C)OC(=O)NCCCCCc1nnc(SCc2cccc(F)c2)o1
→ -2, -2%, 4%, -5%, u, -3%, 4%, -43%, -1%, -12%, -21%
COc1ccc(C(=O)NCC(=O)N2CCC(C)CC2)cc1OC
→ 8, 5%, -3%, -4%, 5%, 3%, 3%, -20%, 0%, 5%, 2%
COC(=O)c1nc(NC2=NCCCCC2)n[nH]1
→ 7, -5%, -3%, -5%, 9%, 13%, 0%, 2%, -1%, 1%, 8%
COc1ccc(C2C(C(=O)OC3CCCCC3)=C(C)Nc3nnnn32)c(OC)c1OC (stereo not given)
→ -1, -5%, 12%, -10%, u, 3%, -5%, u, 23%, -5%, -10%
CS(=O)(=O)N(CC(=O)N1CCN(c2cccc(Cl)c2)CC1)C1CCCCC1
→ 2, 0%, 1%, 1%, -7%, -1%, 5%, -1%, -3%, u, 9%
Cc1ccc(NC(=S)N2CCC(NC(=O)c3ccccc3)CC2)cc1
→ -5, 0%, -4%, -1%, -2%, 2%, 4%, -23%, 0%, 5%, -4%
CCCc1cc(N2CCC(C(N)=O)CC2)nc(-c2ccccc2)n1
→ 1, -6%, 12%, -3%, u, 0%, 3%, -4%, 2%, u, 3%
O=S(=O)(c1ccccc1)n1c(C(O)c2ccccn2)cc2ccccc21 (stereo not given)
→ 3, 3%, 15%, 1%, -11%, 3%, -12%[46.1 µM], 9%, -1%, -3%, 3%
CC(C)CNS(=O)(=O)c1ccc(OCC(=O)NCC2CCCO2)c(Cl)c1 (stereo not given)
→ -13, -4%, -2%, 1%, -15%, x, 3%[46.1 µM], 14%, 0%, -5%, 0%
O=C(CSc1nnc(NC2CCCCC2)s1)N1CCOCC1
→ 10, 2%, -4%, 2%, u, -9%, 3%, -13%, 6%, -8%, -6%
COc1cccc(NC(=O)Cn2c(=O)oc3cc(S(=O)(=O)N4CCCC4)ccc32)c1
→ -4, 1%, -2%, -7%, -9%, -12%, 3%, 7%, -3%, -1%, -6%
Cc1ccc(F)cc1NC(=O)/C=C/c1ccc(S(=O)(=O)N2CCOCC2)cc1
→ 2, 1%, x, -1%, 23µM*, -8%, 0%[46.1 µM], -21%, -12%, u, 1%
